Compound activity (PubChem)
ERG-DNA inh = inhibitors of human ERG Ets domain-DNA interaction | P11308 | 370,000 compounds, 0.028% hits | fluorescence polarization, His-ERG Ets domain / labelled DNA | Potency, µM (highest dose often 76.9 µM), for the others: at the top dose FP activity, negative = inhibition, usual class: inhibitors | AID 624246; active = well fitted inhibition curve with a large enough effect in the polarisation, with a control signal flat; inconclusive = small, poorly fitted or top-dose-only effect, or effect the other way, or a change in a side signal; inactive = no such curve, though single readings can be large or run the other way; the % refers to the polarisation;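 also: polarization taken with two DNA probes labelled with fluorescein and Texas red; potency is read from the fitted curve at half-maximal effect; % of control where 0% means no effect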
Target sequence (P11308 whole entry, looked up, the tested form may be a part): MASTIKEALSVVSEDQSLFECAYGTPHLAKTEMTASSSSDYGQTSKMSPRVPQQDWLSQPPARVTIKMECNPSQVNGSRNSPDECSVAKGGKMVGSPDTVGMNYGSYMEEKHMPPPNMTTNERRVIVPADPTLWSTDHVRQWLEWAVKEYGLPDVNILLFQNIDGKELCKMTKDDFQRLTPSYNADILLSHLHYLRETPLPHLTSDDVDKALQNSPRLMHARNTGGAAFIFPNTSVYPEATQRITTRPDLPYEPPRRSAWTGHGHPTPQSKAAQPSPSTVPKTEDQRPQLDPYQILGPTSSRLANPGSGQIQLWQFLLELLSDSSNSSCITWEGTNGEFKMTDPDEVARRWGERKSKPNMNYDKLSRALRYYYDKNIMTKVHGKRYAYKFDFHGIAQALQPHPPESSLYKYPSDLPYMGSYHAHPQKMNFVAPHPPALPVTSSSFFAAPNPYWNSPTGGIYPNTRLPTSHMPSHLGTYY
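His-tagged ERG Ets domain (1 uM in the protein solution; 300mM KCl, 50mM Tris-HCl, 1mM EDTA, 1mM DTT, pH 7.5) received compound, then a probe mix of 5 nM fluorescein-DNA and 100nM Texas-615-DNA. Fluorescence polarization was read for both dyes.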
12-LOX inh = ALOX12 (human) lipoxygenase inhibition; purified 12hLO, xylenol orange hydroperoxide absorbance; Potency, µM (doses to about 108 µM), inactives show at the top dose activity change, negative = inhibition, most hits filed as inhibitors; P18054; 580,000 compounds, 1.1% hits; also: potency is read from the fitted curve at half-maximal effect; % is scaled to controls: 0 for no effect and ±100 for the full control effect
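Hydroperoxide product was detected by ferrous iron/xylenol orange as the 573 to 405 nm absorbance ratio. Arachidonic acid at 40 uM (final) was turned over for 30 min at room temperature by 150 nM human 12hLO, pH 7.0 Hepes buffer, after 15 min compound preincubation.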
HP1b binding inh = blocks HP1-beta chromodomain binding to methylated histone tails. AlphaScreen HP1-beta / biotin-H3K9me3 peptide binding. Potency, µM (doses to about 114 µM), for the others: at the highest dose activity change, negative = inhibition, hits mostly inhibitors. 390,000 compounds, 0.56% hits. P83916; also: potency is read from the fitted curve at half-maximal effect; nearly all actives have a fitted effect of over 70% in size; inactives centre near 23
Target sequence (P83916 whole entry, looked up): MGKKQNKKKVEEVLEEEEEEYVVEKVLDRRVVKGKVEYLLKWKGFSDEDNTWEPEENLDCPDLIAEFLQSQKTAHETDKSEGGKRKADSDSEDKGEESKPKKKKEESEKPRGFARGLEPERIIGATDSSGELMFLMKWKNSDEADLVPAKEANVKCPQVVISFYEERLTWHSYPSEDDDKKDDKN
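AlphaScreen: HP1-beta (50 nM) preformed 30 min with biotin-H3(1-18)K9me3 peptide (50 nM) in PBS pH 7.4, 0.01% Tween-20. Compound added for 30 min at RT, then streptavidin donor/nickel chelate acceptor beads (10 ug/mL) for 30 min.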
BAZ2B inh = BAZ2B (human) inhibition; AID 504333; AlphaScreen BAZ2B-H3K14Ac peptide displacement; 360,000 compounds, 4.4% hits; Potency, µM (titrated, usually from 114 µM), for the others: at the top dose activity change, negative = inhibition, hits mostly inhibitors; Q9UIF8; also: potency is read from the fitted curve at half-maximal effect; % is scaled to controls: 0 for no effect and ±100 for the full control effect; nearly all actives have a fitted effect of over 60% in size
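BAZ2B (50 nM) with biotin-H3(5-23)K14Ac peptide (50 nM) in PBS pH 7.4, 0.01% Tween-20, preformed 30 min, then compound 30 min at room temperature; top concentration 110uM. AlphaScreen streptavidin donor/nickel chelate acceptor beads (10 ug/mL final), 20 min dark, signal read.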
RGS4 inh = blocks human RGS4-accelerated GTP hydrolysis; P49798; Transcreener GDP fluorescence polarization, RGS4-accelerated GTP hydrolysis; Potency, µM (doses to about 114 µM), for the others: top-dose activity change, negative = inhibition, actives largely listed as inhibitors; 390,000 compounds, 0.039% hits; also: potency is read from the fitted curve at half-maximal effect; % is scaled to controls: 0 for no effect and ±100 for the full control effect; nearly all actives have a fitted effect of over 75% in size; some results filed as inactive show a strong effect at the top dose
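MLSMR compounds (23 nl, pin-transferred) preincubated 10 min at room temperature with a 500nM (2x) first reagent, then RGS4 at 900nM (2x) plus Transcreener GDP mix added; fluorescence polarization (620/688 nm) read before and after 90 min at 30 °C.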
G9a inh = G9a (human) methyltransferase inhibition | Q96KQ7 | G9a H3K9 monomethylation, AlphaScreen, 2 h | Potency, µM (series often up to 102 µM), for inactives: top-dose activity, negative = inhibition, actives largely listed as inhibitors | 350,000 compounds, 8.8% hits | AID 504332; also: potency is read from the fitted curve at half-maximal effect; % is scaled to controls: 0 for no effect and ±100 for the full control effect; nearly all actives have a fitted effect of over 75% in size
Target sequence (Q96KQ7 913-1193 limits assumed): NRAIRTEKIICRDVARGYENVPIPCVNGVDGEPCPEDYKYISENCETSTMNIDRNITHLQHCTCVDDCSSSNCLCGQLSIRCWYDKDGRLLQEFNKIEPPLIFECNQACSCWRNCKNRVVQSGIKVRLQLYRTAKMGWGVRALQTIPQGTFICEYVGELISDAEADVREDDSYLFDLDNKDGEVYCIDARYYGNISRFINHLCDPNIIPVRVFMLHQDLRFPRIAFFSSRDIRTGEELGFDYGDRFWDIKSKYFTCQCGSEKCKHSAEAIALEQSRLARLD
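Quantitative HTS format: methyltransferase activity on a biotin-tagged H3K9 peptide is measured by AlphaScreen, using a rabbit anti-monomethyl-H3K9 antibody with streptavidin donor and anti-IgG acceptor beads. Final levels are 20 nM enzyme, 500 nM peptide, 20 uM SAM; 2 h RT.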
PI4K2A block = PI4K2A (human) kinase inhibition; Q9BTU6; 420,000 compounds, 0.13% hits; activity change, negative = inhibition, % at 76.9 µM; purified PI4K2A, ADP-Glo luminescence, 1 h; hits give low values; in the data active = activity change below about -50%; inconclusive = mostly about -30% to -49%;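 also: -100% = wells without enzyme as full effect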
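Compounds are screened against recombinant PI4K2A using PI as substrate and ATP, the latter dispensed at 300 microM. Reactions run one hour at ambient temperature before ADP-Glo detection; full inhibition defined by wells lacking enzyme.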
GLS inhibitor = inhibitors of human glutaminase (GLS); AID 624170; 410,000 compounds, 0.21% hits; GLS enzymatic activity, qHTS titration; Potency, µM (series often up to 45.5 µM), inactives show at the highest dose activity change, negative = inhibition, hits mostly inhibitors; also: potency is read from the fitted curve at half-maximal effect; % is scaled to controls: 0 for no effect and ±100 for the full control effect
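Assay buffer: 45 mM KH2PO4 pH 8.2, 0.02% Tween-20. hKGA acts on L-glutamine (1 mM solution added); product glutamate is reported by an oxidase/peroxidase Amplex Red coupling, with fluorescence taken at baseline and 30 min.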
JMJD2A Tudor = inhibitors of human JMJD2A Tudor domain; AlphaScreen JMJD2A-Tudor / H3K4me3 peptide binding; Potency, µM (titrated, usually from 114 µM), for the others: at the top dose activity change, negative = inhibition, usual class: inhibitors; 390,000 compounds, 4.4% hits; AID 504339; also: potency is read from the fitted curve at half-maximal effect; % is scaled to controls: 0 for no effect and ±100 for the full control effect; nearly all actives have a fitted effect of over 50% in size
* = called active by the depositor; ? = inconclusive; · = no result given; & = joins results of further samples; [ ] = remark or other dose. Unless noted, calls follow the shape of the dose curve; as a rule, active = well fitted curve in the direction sought with a large enough effect; inconclusive = small, poorly fitted or top-dose-only effect, or another doubt; inactive = no such curve, though single readings can be large; an effect the other way counts as inactive or inconclusive. The list is partial; the hit share may differ from the screen's.

SMILES | ERG-DNA inh | 12-LOX inh | HP1b binding inh | BAZ2B inh | RGS4 inh | G9a inh | PI4K2A block | GLS inhibitor | JMJD2A Tudor
CSc1ccccc1NC(=O)CN(C)C(=O)CCc1c[nH]c2ccccc12 | 10% | 2% | 21% | ? | -9% | -10% | 5 | 16% | -23%
O=C(N/N=C/c1ccc2c(c1)OCO2)/C(=C/c1ccc2c(c1)OCO2)NC(=O)c1ccccc1 | -2% | 8% | 18% | -1% | 8% | 38%[12.7 µM] | 3 | 13% | -12%
COc1ccc(C2SCC(=O)N2c2ccccc2)cc1 (stereo not drawn) | 1% | -23% | 23% | -1% | 13% | -8% | -3 | 14% | -4%
Cc1ccc(Cl)cc1N1CCN(c2ncnc3onc(-c4ccc(F)cc4)c23)CC1 | 5% | -2% | 60%[activator] | 11%[57.1 µM] | -12% | 1%[59 µM] | -8 | -1% | -3%
Cc1ccc(-c2noc(CN(C(=O)c3cccc(Br)c3)C(C)C)n2)cc1 | 1% | 1% | 83%[activator] | 10% | 1% | 7% | 0 | 4% | 13%
CCOc1ccccc1N(CC(=O)NCCOC)C(=O)CCC(=O)Nc1ccccn1 | -1% | 5% | 3% | -11% | 9% | · | 0 | 2% | -6%
O=C(NCc1cccc(F)c1)c1cccc(NC(=O)c2nsc3ccccc23)c1 | -5% | 0% | 28%[57 µM] | 2% | -19% | -1%[59 µM] | -2 | -5% | 3%
Cc1ccc(-c2cc(C(=O)N3CC(C)CC(C)C3)c3ccccc3n2)o1 (stereo not drawn) | 3% | 35µM* | ? | 79µM* | ? | 8.9µM* | 3 | 1% | 28µM*
O=C(Nc1ccccc1Br)C1CC(=O)N(c2ccc3c4c(cccc24)CC3)C1 (stereo not drawn) | 1% | -38% | 18% | -6% | -13% | 3%[59 µM] | -7 | 7% | -8%
O=C(Cc1ccccc1F)Nc1ccccc1-c1ccccc1 | -2% | 10% | 58%[activator] | 6% | -26% | 19% | 2 | ? | 11%
COc1ccc(/C=C/C(=O)OCC(=O)NC2CCCC2)cc1OC | -5% | -3% | 31% | · | 20% | · | 5 | -1% | -1%
CCOC(=O)C1CCCN(Cc2ccc(OCc3ccccc3)c(OC)c2)C1 (stereo not drawn) | -1% | 0.56µM* | 1% | 50µM* | 8% | -6%[0.501 µM] | 2 | -1% | ?
O=C(c1ccc2c(c1)OCCCO2)N1CCCCC1 | 0% | 209%[activator] | 44%[activator] | -2% | 0% | 27%[59 µM] | -5 | 7% | 5%
CC1(C)C[C@@H]1C(=O)N/C(=C\CCCCSC[C@H](N)C(=O)O)C(=O)O | ? | -1%&0% | 51%[activator] | 0% | -13% | -3%&1%[12.7 µM] | -1 | -4%&-1% | -4%
O=S(=O)(NCCCc1ccccc1)c1ccccc1 | -1% | -2% | 44%[activator] | 8% | 21% | 39% | -5 | -1% | 6%
CCOc1ccccc1N(C)C(=O)NCc1noc2ccccc12 | 1% | -1% | 65%[activator] | -13% | 14% | 8%[59 µM] | -2 | 4% | 8%
CCN(CC)C(=O)[C@H]1CC(CC(=O)NC(C)(C)C)C(=O)N2CCc3c([nH]c4ccc(OC)cc34)[C@]12C (stereo partly drawn) | -2% | 14% | 20% | · | 19% | · | 2 | 8% | -12%
CC1(C)CC(=O)C(C=Nc2ccccc2C(=O)O)=C(O)C1 | · | 3%[57.4 µM] | 47%[activator] | 5% | 2% | -24%[59 µM] | 0 | 3% | -23%
COc1cccc(C2c3[nH]c4ccccc4c3CCN2Cc2cccn2-c2ncccn2)c1 (stereo not drawn) | -4% | -15% | ? | ? | -7% | 40µM* | -2 | -5% | ?
CNC(=O)COC(=O)/C=C/c1c(C)nn(-c2ccccc2)c1C | -7% | -9% | 13% | 8% | 14% | 50µM* | 3 | -17% | 6%
O=C(CN1C(=O)NC2(CCCCCC2)C1=O)NCc1ccc(F)cc1 | 68%[activator] | -2% | 4% | · | 3% | · | 4 | 0% | -6%
COc1ccc(CC2SC(=Nc3ccc(F)cc3)NC2=O)cc1 (stereo not drawn) | 7% | 12% | 23% | -2% | -8% | 56µM* | 0 | 2% | 3%
CC(C)Cn1ccc(=O)n(CC(C)C)c1=O | -8% | 13% | 35%[activator] | -7% | 1% | -16% | 1 | 36%[activator] | -18%
COc1ccccc1OC(=O)CCN1c2ccccc2Sc2ccccc21 | 9% | -17% | 37% | -1% | -15% | 13%[59 µM] | 2 | 1% | -3%
CC[C@@]1(C(=O)OC)N[C@H](CN(C)C(=O)c2ccc(F)cc2)[C@@H]2C(=O)N(Cc3ccccc3)C(=O)[C@@H]21 | 0% | ? | 76%[activator] | · | -6% | · | -3 | -5% | -10%

Sorted by number of heavy atoms (rising): part of the list above
SMILES | ERG-DNA inh | 12-LOX inh | HP1b binding inh | BAZ2B inh | RGS4 inh | G9a inh | PI4K2A block | GLS inhibitor | JMJD2A Tudor
CC1(C)CC(=O)C(C=Nc2ccccc2C(=O)O)=C(O)C1 | · | 3%[57.4 µM] | 47%[activator] | 5% | 2% | -24%[59 µM] | 0 | 3% | -23%
O=C(Nc1ccccc1Br)C1CC(=O)N(c2ccc3c4c(cccc24)CC3)C1 (stereo not drawn) | 1% | -38% | 18% | -6% | -13% | 3%[59 µM] | -7 | 7% | -8%
CCOc1ccccc1N(CC(=O)NCCOC)C(=O)CCC(=O)Nc1ccccn1 | -1% | 5% | 3% | -11% | 9% | · | 0 | 2% | -6%

The results go on.
SMILES | ERG-DNA inh | 12-LOX inh | HP1b binding inh | BAZ2B inh | RGS4 inh | G9a inh | PI4K2A block | GLS inhibitor | JMJD2A Tudor
Cn1c(=O)c(-c2cc(Br)ccc2N)nc2ccccc21 | 4% | 0% | -20% | -17% | 13% | 50µM* | 2 | -9% | ?
Cc1nnc2ccc(-c3cccc(NC(=O)c4ccc(Br)o4)c3)nn12 | 0% | 21% | 11% | -25% | 9% | ? | -8 | 0% | -10%
COc1ccc2c(c1)C(=O)N(c1ccccc1)C(=O)C2 | -7% | 0% | 15% | -3% | 4% | ? | -3 | 1% | -22%
O=C(CN1C(=O)CSc2ccc(S(=O)(=O)N3CCCCC3)cc21)NCc1cccnc1 | 1% | 2% | 33% | -5% | -25% | ? | 8 | -10% | 7%
Cc1cc(=O)oc(C)c1C(=O)NNC(=O)C1(C)CC1Br (stereo not drawn) | 1% | ? | 21% | 5% | 1% | 7% | -1 | 4% | -8%
CCOC(=O)c1ccc(NC(=O)C(CC)Sc2nc3ccncc3[nH]2)cc1 (stereo not drawn) | 1% | -15% | 57%[activator] | -26% | -12% | -21%[59 µM] | -1 | -13% | -7%
O=C(NCC(c1ccc2c(c1)OCO2)N1CCN(c2ccccc2)CC1)C(=O)Nc1cccc(F)c1 (stereo not drawn) | 1% | -14% | 6%[57 µM] | -1% | -8% | -30%[59 µM] | 1 | 0% | -23%
c1ccc(-c2nnnc3ccccc23)cc1 | -1% | -12% | 38% | 5% | -5% | 5%[59 µM] | 3 | 2% | -1%
Cc1ccc(C)c(NC(=O)/C(C#N)=C/c2cn(CC(=O)NCc3ccco3)c3ccccc23)c1 | -3% | ? | 44%[activator] | -6% | 2% | 18% | -4 | -6% | -4%
Cc1cccc(CN2C(=O)N/C(=C/c3cc(C)n(-c4cc(C)ccn4)c3C)C2=O)c1 | 7% | · | -12% | ? | -23% | 11%[12.7 µM] | 4 | 10% | ?
CCc1ccc(NC(=O)c2cnn(-c3c(C)cccc3C)c2C2CCNCC2)cc1 | 7% | -9% | 36% | 7%[57.1 µM] | 9% | -40%[59 µM] | 0 | 2% | -3%
COc1ccc(/C=N/NC(=O)c2cccc([N+](=O)[O-])c2)cc1OC(=O)c1ccccc1 | -8% | 48%[activator] | -2% | -5% | -8% | 9%[12.7 µM] | 3 | 3% | -21%
c1cnc2ccc(-c3ccc4ncccc4c3)cc2c1 | 6% | 2% | 38%[activator] | 0% | -15% | 22%[0.501 µM] | -2 | 1% | -26%
CCOc1ccc(NC(=O)c2ccc(F)cc2F)cc1 | 6% | 14% | 24% | · | 28% | · | ? | 4% | -7%
O=C(Nc1nnc(Cc2ccccc2)s1)Nc1ccccc1F | -4% | 6% | 21% | 6% | -5% | 10% | 4 | -3% | -18%
COc1cccc(CN2CCNC(=O)C2CC(=O)NCc2cn3ccc(C)cc3n2)c1OC (stereo not drawn) | -11% | 9% | 66%[activator] | -12% | -18%[56.9 µM] | 4% | 0 | 6% | -11%

Results in RGS4 inh (7 entries from above):
molecule	RGS4 inh
c1ccc(-c2nnnc3ccccc23)cc1	-5%
COc1ccc(/C=C/C(=O)OCC(=O)NC2CCCC2)cc1OC	20%
O=C(NCc1cccc(F)c1)c1cccc(NC(=O)c2nsc3ccccc23)c1	-19%
CCOC(=O)C1CCCN(Cc2ccc(OCc3ccccc3)c(OC)c2)C1 (stereo not drawn)	8%
O=C(NCC(c1ccc2c(c1)OCO2)N1CCN(c2ccccc2)CC1)C(=O)Nc1cccc(F)c1 (stereo not drawn)	-8%
COc1ccc(C2SCC(=O)N2c2ccccc2)cc1 (stereo not drawn)	13%
O=C(c1ccc2c(c1)OCCCO2)N1CCCCC1	0%
